From PubChem
UBC9 SUMO inh – SUMOylation inhibition | P63279 | HTRF SUMOylation assay, SAE1/SAE2 + UBC9, in vitro | inhibition, % at 35 µM | 290,000 compounds, 0.36% hits; in the data active means inhibition above about 50%, passing the limit was not always enough; further: strong numbers were not always called active
IMP-1 inhibitor – inhibitors of Pseudomonas aeruginosa IMP-1 metallo-beta-lactamase. purified IMP-1, nitrocefin hydrolysis, epi-absorbance fluorescence. inhibition, % at 5.6 µM. 290,000 compounds, 0.45% hits;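 active means inhibition above the mean plus 3 SD of all compounds in the same screening run, cut at about 4.5% in these data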;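 further: 0% = IMP-1 with DMSO and 100% = DMSO wells lacking enzyme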
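System – purified recombinant IMP-1 beta-lactamase · Input – IMP-1 dispensed at 0.2 nM · Timing – 15 min preincubation plus 25 min reaction at 25 °C · Signal – Epi-absorbance fluorescence, 480 nm excitation, 530 nm emission · Measure – percent IMP-1 inhibition derived from blank-referenced optical density · Controls – Enzyme-plus-DMSO low control, enzyme-free DMSO high control · Replication – singlicate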
IDE act – IDE (human) activation, cell-based. 340,000 compounds, 0.073% hits. HEK cells, FAbeta-B cleavage, fluorescence polarization; 0% vehicle, 100% cell-free pure enzyme wells. AID 493087. activation, % at 5.96 µM. P14735;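 active means activation above the mean of all tested compounds plus 3 SD, set per screening campaign, cut at about 17% in these data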
Target sequence (P14735 whole entry, looked up): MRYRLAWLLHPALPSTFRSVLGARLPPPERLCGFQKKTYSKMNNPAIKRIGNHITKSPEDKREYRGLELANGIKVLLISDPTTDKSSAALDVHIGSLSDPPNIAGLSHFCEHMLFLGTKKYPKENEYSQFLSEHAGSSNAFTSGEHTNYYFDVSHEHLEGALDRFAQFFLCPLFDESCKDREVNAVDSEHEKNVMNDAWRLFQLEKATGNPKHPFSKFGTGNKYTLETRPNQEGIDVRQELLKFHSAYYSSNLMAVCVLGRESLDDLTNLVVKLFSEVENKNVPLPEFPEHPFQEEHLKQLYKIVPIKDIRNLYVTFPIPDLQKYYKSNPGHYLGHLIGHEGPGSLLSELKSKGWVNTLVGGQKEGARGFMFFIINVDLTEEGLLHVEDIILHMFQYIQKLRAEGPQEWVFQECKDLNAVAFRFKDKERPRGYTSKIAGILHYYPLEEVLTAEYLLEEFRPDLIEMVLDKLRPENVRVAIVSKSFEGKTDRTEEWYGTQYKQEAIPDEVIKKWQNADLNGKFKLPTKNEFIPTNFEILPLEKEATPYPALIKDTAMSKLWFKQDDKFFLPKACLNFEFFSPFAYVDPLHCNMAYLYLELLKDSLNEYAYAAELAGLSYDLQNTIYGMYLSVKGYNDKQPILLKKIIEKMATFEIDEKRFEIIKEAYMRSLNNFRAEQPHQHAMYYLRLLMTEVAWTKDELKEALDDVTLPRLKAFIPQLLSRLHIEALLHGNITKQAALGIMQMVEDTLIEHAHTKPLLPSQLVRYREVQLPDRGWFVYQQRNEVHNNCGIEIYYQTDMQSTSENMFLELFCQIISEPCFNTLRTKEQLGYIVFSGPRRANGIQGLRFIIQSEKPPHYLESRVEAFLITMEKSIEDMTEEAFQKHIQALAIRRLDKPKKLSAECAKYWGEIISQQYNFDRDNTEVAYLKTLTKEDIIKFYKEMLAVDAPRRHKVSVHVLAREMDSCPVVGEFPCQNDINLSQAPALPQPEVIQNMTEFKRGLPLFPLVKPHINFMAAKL
NS3 helicase inh – HCV NS3 helicase inhibition; NS3 helicase DNA unwinding, Cy5 molecular beacon fluorescence; inhibition, % at 10.9 µM; 290,000 compounds, 0.56% hits; AID 1800;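 active means inhibition above the mean of all tested compounds plus 3 SD, set per campaign, cut at about 35% in these data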;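 further: 0% = DMSO wells and 100% = thioflavine S control wells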
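test system = hepatitis C virus NS3 helicase domain fragment enzyme | reagent = annealed dual-labelled DNA beacon duplex, ATP-started | times = 1 h at 25 °C | detection = Cy5 fluorescence, 0 and 60 min reads | read-out basis = percent inhibition from t60/t0 fluorescence ratio | control set = DMSO and thioflavine S | replication = one well per compound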
GalR3 antagonist – blocks the human galanin receptor 3; O60755; HEK293 GalR3-CNG cAMP membrane potential fluorescence; galR3 body fused to GalR1 C-terminus; inhibition, % at 3 µM; 360,000 compounds, 0.44% hits;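 active means inhibition above the screen-wide average plus 3 SD, cut at about 13% in these data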;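 further: forskolin and galanin both at EC90 stimulate the cells; cAMP rise reported by CNG channel membrane potential dye signal; 0% = forskolin plus galanin with DMSO and 100% = forskolin alone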
IDE cell inh – inhibits human insulin-degrading enzyme in HEK cells; FAbetaB cleavage, fluorescence polarization; AID 434962; inhibition, % at 5.59 µM; 320,000 compounds, 0.41% hits;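 active means percent inhibition above the average of all tested compounds plus 3 SD, set per screening campaign, cut at about 16% in these data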;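 further: IDE supplied by intact live HEK cells; FP after avidin binding of uncleaved biotin substrate so inhibition keeps polarization high; 0% = DMSO wells and 100% = 60 µM reference IDE inhibitor Ii1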
p-CIP stab down – p/CIP protein destabilization | Q05BA5 | F442A p/CIP-EGFP cells, EGFP fluorescence, 16 h | decrease of EGFP signal, % at 10 µM | 290,000 compounds, 0.01% hits | AID 1984;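 active means EGFP signal decrease of at least 30% at 10 µM or well 3 SD below plate mean, unless failing retest; inactive means the rest, including hits failing retest or dose response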; further: some compounds called inactive have numbers as strong as hits; many of its hits are not listed in these tables
VIM-2 inh – blocks Pseudomonas aeruginosa VIM-2 metallo-beta-lactamase; purified VIM-2, nitrocefin hydrolysis, epi-absorbance fluorescence; inhibition, % at 5.6 µM; 290,000 compounds, 0.89% hits; AID 1527;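 active means inhibition above the mean of all tested compounds plus 3 SD, cutoff set per screening run, cut at about 7.5% in these data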;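 further: red hydrolysis product quenches plate fluorescence so inhibitors raise well fluorescence; 0% = enzyme with DMSO and 100% = DMSO without enzyme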
CRFR2-BP antag – antagonists of CRF-binding protein/CRF-R2 receptor complex | 350,000 compounds, 0.59% hits | inhibition, % at 11.8 µM | HEK293 CRF-R2/CRF-BP, CRF-induced calcium fluorescence;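 active means inhibition of the ligand-induced calcium signal above about 50% at the single tested concentration, limit read from the data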
Active calls of the source: *; · = not tested or not shown. This is a subset; the hit share may differ from the screen's.

1	Cc1cccc(C)c1N1CCN(c2c(C)cccc2C)CC1
2	Cc1[nH]c2ccc(O)cc2c1CCN
3	O=C(NCCCN1CCOCC1)C(Cl)(Cl)Cl
4	CNC(=O)O/N=C(\N)Cc1csc2ccc(Cl)cc12
5	O=C(Nc1ccc(Cl)c(Cl)c1)c1ccco1
6	O=c1c2ccccc2nc(CNc2ccccc2)n1-c1ccccc1
7	CCOP(=O)(OCC)C(NS(=O)(=O)c1ccccc1)C(Cl)(Cl)Cl (configuration not stated)
8	N#Cc1ccc(Cn2cc(C(=O)c3ccco3)c3ccccc32)cc1

assay / compound	1	2	3	4	5	6	7	8
UBC9 SUMO inh	0	·	2	-19	-5	15	7	-2
IMP-1 inhibitor	-2.6	·	-1.3	-3.1	-1.1	-2.2	-3.8	-1.8
IDE act	0	6	7	10	-1	7	7	-2
NS3 helicase inh	-2	·	0	-20	-1	-3	8	-14
GalR3 antagonist	-5	4	-4	0	-8	-2	-6	-12
IDE cell inh	·	2	5	-2	0	13	0	-1
p-CIP stab down	9	·	-1	-1	5	-9	-6	3
VIM-2 inh	-1.5	·	1.7	-0.3	0.6	-2.0	-2.0	-2.0
CRFR2-BP antag	3	-3	-6	-3	8	-7	1	-36

9	COC(=O)c1ccc(CN2CCSC2=N)cc1
10	O=C1NC(=O)N(CCc2ccc(F)cc2)C(=O)/C1=C/c1ccco1
11	S=c1[nH]c2ccccc2[nH]1
12	Cc1ccc(-n2c(O)c(/C=N/NC(=O)c3ccncc3)c(=O)[nH]c2=O)cc1C
13	O=C/C=C/c1ccccc1
14	[O-]c1ccccc1-[n+]1c(-c2ccccc2)cc(-c2ccccc2)cc1-c1ccccc1
15	C[N+]1(CC(COCc2ccccc2)OC(=O)Cc2ccccc2)CCOCC1 (configuration not stated)
16	C=C1C2C[C@H](O)C(C)(C)[C@@]2(O)[C@H](O)C[C@]23C[C@@](C)(O)[C@H](CC[C@H]12)[C@H]3OC(C)=O (some centres not stated)

assay / compound	9	10	11	12	13	14	15	16
UBC9 SUMO inh	8	27	7	16	·	·	2	4
IMP-1 inhibitor	-4.3	0.1	-3.0	-2.4	·	·	-1.8	0.4
IDE act	4	2	-2	3	-1	-5	4	3
NS3 helicase inh	8	-1	-6	20	·	·	-5	11
GalR3 antagonist	4	-6	-6	2	1	-4	-2	-1
IDE cell inh	2	9	8	0	7	5	-3	5
p-CIP stab down	-15	-6	-2	-25	·	·	-12	-10
VIM-2 inh	-3.3	0.1	-1.5	-3.3	·	·	-3.4	-1.6
CRFR2-BP antag	-9	-36	4	31	9	-41	19	-10

17	COC(=O)C1=C(c2c(C)noc2C)C[C@@H]2CC[C@H]1N2C(=O)NC1CC1
18	Cc1ccnc(-n2c(C)cc(/C=C3\C(=O)NC(=S)N(C)C3=O)c2C)c1
19	CC(Cc1ccccc1)[n+]1cc(/N=C(\[O-])N(C)C)on1 (configuration not stated)
20	CCn1c(=O)cc(OCC(=O)N2CCC3(CC2)OCCO3)c2ccccc21
21	Clc1ccc2c(N3CCNCC3)ccnc2c1
22	COc1ccc(CCC(=O)NCCc2cnc[nH]2)cc1
23	CCC1C(C#N)=C(N)Oc2c1c(=O)oc1ccccc21 (configuration not stated)
24	C=C(C=O)C[C@@H]1C[C@H](O)C2OC3C[C@]4(C)OC5/C=C\CC6OC7C(CC=CCC6OC5CCCC4OC3CC2O1)OC1CC2OC3CC(=O)OC3C[C@@H](C)C[C@@]2(C)OC1C[C@@H]7C (some centres not stated)

assay / compound	17	18	19	20	21	22	23	24
UBC9 SUMO inh	·	12	13	13	9	-16	9	-14
IMP-1 inhibitor	·	-2.6	-3.1	1.0	-2.5	-4.3	-1.8	·
IDE act	0	-2	-1	-6	-18	1	3	·
NS3 helicase inh	·	8	5	9	1	8	0	·
GalR3 antagonist	-3	-3	-3	-3	-8	-7	0	·
IDE cell inh	-2	5	0	3	13	3	7	1
p-CIP stab down	·	2	8	-15	-5	4	5	-5
VIM-2 inh	·	-0.6	-2.5	0.1	-1.6	-2.0	-2.6	·
CRFR2-BP antag	4	11	8	17	-7	-9	-2	-75

25	O=C1NC(=S)N(C2CC2)C(=O)/C1=C/c1ccc2c(c1)CCN2CCCCl
26	CN[C@@H](C)[C@@H](O)c1ccccc1
27	CN1C(=O)N(C)C(=O)C2(Sc3ccccc3C2=O)C1=O
28	Cc1cc(Cl)ccc1OC(C)C(=O)O (configuration not stated)
29	COc1ccc(O)c2c(=O)c3c(OC)cc4c(c3oc12)C1C=COC1O4 (configuration not stated)
30	C[C@]12CCC(=O)C=C1CCC1C2CC[C@@]2(C)C1CC[C@@H]2O (some centres not stated)
31	COC(=O)C[C@]1(C(=O)OC)CN(C#N)N(c2ccc(Cl)cc2)C12c1ccccc1-c1ccccc12
32	Cc1nc2ccccc2c(=O)n1-n1cnnc1

assay / compound	25	26	27	28	29	30	31	32
UBC9 SUMO inh	25	-14	5	-25	11	·	1	26
IMP-1 inhibitor	0.5	-2.3	-2.9	-2.6	-3.9	·	-1.9	-2.3
IDE act	-1	4	-7	8	0	3	3	6
NS3 helicase inh	36	-1	1	-2	-6	·	-17	0
GalR3 antagonist	-5	·	5	-1	-6	2	8	-4
IDE cell inh	6	3	0	-2	0	3	-7	7
p-CIP stab down	-10	-7	-4	-6	-6	·	18	-8
VIM-2 inh	-0.5	0.7	-1.1	-2.6	4.1	·	-1.4	-3.1
CRFR2-BP antag	-9	-4	-14	8	17	-6	10	-6

33	CCOC(=O)C1(CCCc2ccccc2)CCN(C2CCC2)CC1
34	CCn1ccnc1CN1CCCC(C(=O)c2ccc(OC)cc2OC)C1 (configuration not stated)
35	NNCc1cccc(O)c1
36	CN(C)CC1CCCCC1OC(=O)c1ccc(Cl)c(Cl)c1 (configuration not stated)
37	Cc1oc(-c2ccc(F)cc2F)nc1CN1C[C@@H]2C[C@@H](C1)c1cccc(=O)n1C2
38	COc1ccccc1-n1c(O)c(/C=C2\C=Nc3ccccc32)c(=O)[nH]c1=O
39	CCCCn1c(=O)c(C(=O)Nc2ccccn2)c(O)c2ccccc21
40	CCCCCCn1c(=O)c(C(=O)Nc2c(C)n(C)n(-c3ccccc3)c2=O)c(O)c2ccccc21

assay / compound	33	34	35	36	37	38	39	40
UBC9 SUMO inh	4	-5	10	-3	-12	-3	3	42
IMP-1 inhibitor	-1.8	-2.7	·	-1.5	-1.6	1.2	-1.9	-2.4
IDE act	7	0	5	-2	6	1	5	-1
NS3 helicase inh	-11	9	·	-7	12	8	-2	13
GalR3 antagonist	-5	-1	·	-2	-4	-4	-10	1
IDE cell inh	6	2	5	-2	7	2	0	2
p-CIP stab down	-4	-14	-4	-6	-13	8	-13	-14
VIM-2 inh	-1.7	-3.5	·	0.4	-1.1	2.0	-1.5	-3.2
CRFR2-BP antag	-23	3	-7	-71	-6	-33	-6	2

41	Cc1cc(C=C2C(=O)N(C)C(=S)N(C)C2=O)c(C)n1C1CCCCC1
42	CN1C(=O)C(=Cc2ccc(Sc3ccccc3)o2)C(=O)N(C)C1=O
43	O=C(Nc1ccccc1)Oc1ccccc1
44	Cc1cc2ccccn2c1C(C[N+](=O)[O-])c1c(F)cccc1Cl (configuration not stated)
45	CCCCn1c(O)c(C(CC)=NCc2ccc3c(c2)OCO3)c(=O)[nH]c1=O
46	O=C(Nc1nccs1)C(Cl)(Cl)Cl
47	CC(C)c1ccc(C2N3CCCN23)cc1 (configuration not stated)
48	CCOC(=O)c1c(-n2c(C)cc(C=C3C(=O)NC(=S)NC3=O)c2C)sc2c1CCCC2

assay / compound	41	42	43	44	45	46	47	48
UBC9 SUMO inh	23	12	12	17	6	20	-1	5
IMP-1 inhibitor	2.3	-1.4	-4.5	-1.2	-2.2	-3.1	0.6	-0.5
IDE act	-4	-3	3	1	6	1	1	-18
NS3 helicase inh	22	-5	-5	-13	3	2	-4	31
GalR3 antagonist	-2	-4	-9	-10	-2	-7	-3	·
IDE cell inh	3	0	4	-2	-6	10	-1	5
p-CIP stab down	-22	-5	0	-14	-3	-4	-11	-2
VIM-2 inh	-1.7	-1.7	-1.3	0.9	-2.1	-2.5	-0.4	0.8
CRFR2-BP antag	2	-112	25	-14	-9	2	9	-5

Exported with two lines to a compound: nine of the compounds above.
Results follow in this order: UBC9 SUMO inh	IMP-1 inhibitor	IDE act	NS3 helicase inh	GalR3 antagonist	IDE cell inh	p-CIP stab down	VIM-2 inh	CRFR2-BP antag
40) CCCCCCn1c(=O)c(C(=O)Nc2c(C)n(C)n(-c3ccccc3)c2=O)c(O)c2ccccc21
  42	-2.4	-1	13	1	2	-14	-3.2	2
41) Cc1cc(C=C2C(=O)N(C)C(=S)N(C)C2=O)c(C)n1C1CCCCC1
  23	2.3	-4	22	-2	3	-22	-1.7	2
42) CN1C(=O)C(=Cc2ccc(Sc3ccccc3)o2)C(=O)N(C)C1=O
  12	-1.4	-3	-5	-4	0	-5	-1.7	-112
43) O=C(Nc1ccccc1)Oc1ccccc1
  12	-4.5	3	-5	-9	4	0	-1.3	25
44) Cc1cc2ccccn2c1C(C[N+](=O)[O-])c1c(F)cccc1Cl (configuration not stated)
  17	-1.2	1	-13	-10	-2	-14	0.9	-14
45) CCCCn1c(O)c(C(CC)=NCc2ccc3c(c2)OCO3)c(=O)[nH]c1=O
  6	-2.2	6	3	-2	-6	-3	-2.1	-9
46) O=C(Nc1nccs1)C(Cl)(Cl)Cl
  20	-3.1	1	2	-7	10	-4	-2.5	2
47) CC(C)c1ccc(C2N3CCCN23)cc1 (configuration not stated)
  -1	0.6	1	-4	-3	-1	-11	-0.4	9
48) CCOC(=O)c1c(-n2c(C)cc(C=C3C(=O)NC(=S)NC3=O)c2C)sc2c1CCCC2
  5	-0.5	-18	31	·	5	-2	0.8	-5

Going on with the list.
49	C=CCn1c(O)c(C=Nc2ccc(N(CC)CC)cc2)c(=O)[nH]c1=O
50	CCC1(CC)C(=O)C=CNC1=O
51	CC(=O)O[C@@]12CO[C@@H]1C[C@H](O)[C@@]1(C)C(=O)[C@H](O)C3=C(C)[C@@H](O)C[C@@](O)([C@@H](OC(=O)c4ccccc4)C12)C3(C)C (some centres not stated)
52	O=C(c1ccccc1)c1cn(CC(=O)N2CCOCC2)c2ccccc12
53	Clc1cccc(N2CCNCC2)c1Cl
54	Cc1c2cnn(CC(=O)N3CCC4(CC3)OCCO4)c(=O)c2c(C)n1Cc1cccc(Cl)c1

assay / compound	49	50	51	52	53	54
UBC9 SUMO inh	11	·	10	24	2	-3
IMP-1 inhibitor	5.3*	·	-2.4	-3.5	-0.2	0.2
IDE act	-2	-3	9	2	1	-2
NS3 helicase inh	29	·	8	57*	-31	-2
GalR3 antagonist	-3	0	-2	-5	-10	-9
IDE cell inh	-4	8	-8	-4	2	-1
p-CIP stab down	0	·	8	-13	-2	4
VIM-2 inh	-4.5	·	-0.7	-1.8	-0.2	-0.2
CRFR2-BP antag	-41	2	5	6	-34	4
